A549 tox: kills or reduces viability of A549 cells in Nrf2 counter-screen. A549 ARE-Fluc cells, CellTiter-Fluor viability, 18-24 h. Potency, µM (titrated, usually from 46 µM), without a hit: top-dose activity change, negative = cytotoxicity, most hits filed as inhibitors. 390,000 compounds, 0.16% hits. AID 504648; note: potency is the fitted concentration of half-maximal effect; % is set by controls: 0 for no effect and ±100 for the full control effect
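Cytotoxicity counterscreen: CellTiter-Fluor fluorescence was measured in A549 ARE_Fluc cells after 18-24 h of compound exposure in a concentration series. The subsequent BugLite luminescent read reports ARE-luciferase activity.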
TGFb SMAD3 inh: blocks TGF-b signaling. 410,000 compounds, 1.2% hits. Potency, µM (highest dose often 46.1 µM), for the others: at the highest dose activity, negative = inhibition, usual class: inhibitors. HepG2 CAGA-GFP TGF-b/SMAD3 reporter, GFP fluorescence, 18 h; TGF-beta stimulated, 500 pg/mL final; note: potency is the fitted concentration of half-maximal effect; % is set by controls: 0 for no effect and ±100 for the full control effect; nearly all actives have a fitted effect of over 65% in size
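TGF-beta reporter screen: HEPG2 CAGA-GFP, 1% FBS, 500 pg/mL TGF-beta final, 18 h; per-cell GFP summed per well; curves fitted and categorized by class.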
EPAC2 ag: agonists of human EPAC2 (RAPGEF4) | 360,000 compounds, 0.079% hits | Q8WZA2 | EPAC2 activation, biochemical qHTS; response scale: 100% = 6.5 mM cAMP response | AID 720711 | Potency, µM (doses to about 154 µM), for the others: at the highest dose activation, hits mostly activators; note: potency is the fitted concentration of half-maximal effect; nearly all actives have a fitted effect of over 50% in size
Target sequence (Q8WZA2 whole entry, looked up): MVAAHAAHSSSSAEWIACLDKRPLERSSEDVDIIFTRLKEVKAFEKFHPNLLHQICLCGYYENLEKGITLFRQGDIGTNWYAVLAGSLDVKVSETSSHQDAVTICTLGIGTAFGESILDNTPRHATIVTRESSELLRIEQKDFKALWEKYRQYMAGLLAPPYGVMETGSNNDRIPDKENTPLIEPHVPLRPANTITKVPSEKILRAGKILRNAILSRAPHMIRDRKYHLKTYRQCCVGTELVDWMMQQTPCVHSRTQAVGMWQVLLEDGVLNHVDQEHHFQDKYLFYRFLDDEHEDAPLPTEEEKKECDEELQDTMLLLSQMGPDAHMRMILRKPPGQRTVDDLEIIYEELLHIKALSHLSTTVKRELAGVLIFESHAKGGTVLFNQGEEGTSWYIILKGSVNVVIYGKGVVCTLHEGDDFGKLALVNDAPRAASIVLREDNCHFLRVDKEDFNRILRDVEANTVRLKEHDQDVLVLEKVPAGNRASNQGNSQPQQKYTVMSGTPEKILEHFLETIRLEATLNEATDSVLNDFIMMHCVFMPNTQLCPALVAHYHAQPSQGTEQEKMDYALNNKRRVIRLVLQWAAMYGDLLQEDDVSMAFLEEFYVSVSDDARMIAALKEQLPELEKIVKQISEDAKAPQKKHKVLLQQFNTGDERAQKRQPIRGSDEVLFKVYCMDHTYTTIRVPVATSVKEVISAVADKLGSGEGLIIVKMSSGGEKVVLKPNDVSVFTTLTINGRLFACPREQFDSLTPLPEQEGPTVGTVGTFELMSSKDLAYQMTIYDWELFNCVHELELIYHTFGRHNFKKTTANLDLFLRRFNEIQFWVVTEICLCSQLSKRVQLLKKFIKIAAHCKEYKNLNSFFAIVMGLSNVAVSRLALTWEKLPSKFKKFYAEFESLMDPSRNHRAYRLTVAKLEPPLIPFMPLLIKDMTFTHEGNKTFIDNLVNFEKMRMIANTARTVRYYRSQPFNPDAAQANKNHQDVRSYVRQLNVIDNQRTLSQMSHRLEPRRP
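Compounds were added across a concentration range to EPAC2 (100 nM), RAP1B-BODIPY-GDP (250 nM) and GDP (50 uM). After 5 min at room temperature, fluorescence was recorded at 5-min intervals for 30 min.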
S2 tox: cell viability loss in ATXN counter-screen; S2 cells (HEK-293 line with an ATXN2-luciferase reporter) viability, CellTiter-Fluor protease fluorescence, 24 h; Potency, µM (top dose mostly 56.7 µM), hits mostly cytotoxic; 400,000 compounds, 0.49% hits; note: potency is the fitted concentration of half-maximal effect; nearly all actives have a fitted effect of over 40% in size
IL-2 act: IL-2 activation; activation, % (series mostly up to about 46 µM); IL-2 activation reporter assay, cell-based qHTS; stimulated with anti-CD3/CD4/CD28 beads; in transgenic mouse T cells; 360,000 compounds, 0.065% hits; in the data active = activation above about 50%; inconclusive = mostly about 30% to 49%; note: 0% is about no effect
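Screening format: compound pinned onto unstimulated transgenic mouse T cells, 60 min incubation, then anti-CD3/anti-CD4/anti-CD28 bead stimulation for 18 hours at 37 degrees C, followed by EGFP and DsRed detection.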
Nrf2 ARE act: activates Nrf2 signaling. 410,000 compounds, 0.31% hits. Potency, µM (highest dose often 46.1 µM), for the others: top-dose activation, hits mostly activators. AREc32 ARE-luciferase reporter (MCF7-derived line), luminescence, 24 h; note: potency is the fitted concentration of half-maximal effect; % of control where 0% means no effect; nearly all actives have a fitted effect of over 65% in size
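Steps: seed AREc32_Fluc cells (1000/well, 5% FBS OPTI-MEM); incubate overnight at 37 deg C; add 23 nL compound; incubate 24 hr; add Steady-Glo; hold 30 min RT; read luminescence.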
ATXN2 expr inh: reduces ATXN2 reporter expression in HEK-293 cells | HEK-293 ATXN2-luciferase reporter, luminescence, 24 h | Potency, µM (top dose mostly 57 µM), without a hit: at the highest dose activity change, negative = inhibition, most hits filed as inhibitors | 360,000 compounds, 0.72% hits; note: potency is the fitted concentration of half-maximal effect; % is set by controls: 0 for no effect and ±100 for the full control effect; nearly all actives have a fitted effect of over 55% in size
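qHTS (up to 57 uM final) was run with 24 h compound exposure of reporter cells at 37 °C. Each well was multiplexed: SteadyGlo luminescence measured ATXN2-luciferase expression after a fluorogenic Gly-Phe-AFC viability readout (25 uM final).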
Nrf2 block: Nrf2 pathway inhibition; 360,000 compounds, 2.1% hits; AID 504444; Potency, µM (titrated, usually from 46 µM), without a hit: at the highest dose activity change, negative = inhibition, actives largely listed as inhibitors; A549 ARE-Fluc reporter, luciferase luminescence, 18-24 h; note: potency is the fitted concentration of half-maximal effect; % is set by controls: 0 for no effect and ±100 for the full control effect; nearly all actives have a fitted effect of over 60% in size
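In this cell-based qHTS, ARE-driven firefly luciferase in A549 cells reports Nrf2 activity; the luminescent signal after BugLite lysis is the measured value, with a prior CellTiter-Fluor read for cell health.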
HepG2 viability: kills HepG2 cells in TGF-b inhibitor counter-screen | AID 588856 | 410,000 compounds, 0.76% hits | HepG2 CAGA-GFP viability, ATP luminescence, 18 h | Potency, µM (top dose mostly 46.1 µM), for inactives: top-dose activity change, negative = cytotoxicity, usual class: cytotoxic; note: potency is the fitted concentration of half-maximal effect; some results filed as inactive show a strong effect at the top dose
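CellTiter-Glo luminescence gave cytotoxicity after 18 hours at 37 degrees C. The cells were HepG2 CAGA-GFP in 1% FBS DMEM, stimulated with 500 pg/mL TGF-beta after compound addition. %Activity was normalised to no-cell wells (complete cell-killing) and DMSO (no toxicity), and curves were fitted and classified.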
* = called active by the depositor; i = inactive; ? = inconclusive; / = not tested or not shown; [ ] = dose if it differs, or a comment. Unless noted, calls come from the whole dose curve; as a rule, active = well fitted curve in the direction sought with a large enough effect; inconclusive = small, poorly fitted or top-dose-only effect, or another doubt; inactive = no such curve, though single readings can be large; an effect the other way counts as inactive or inconclusive.

Each structure is followed by: A549 tox	TGFb SMAD3 inh	EPAC2 ag	S2 tox	IL-2 act	Nrf2 ARE act	ATXN2 expr inh	Nrf2 block	HepG2 viability
CCNC(=O)C1(C)CCN(C(=O)c2cccc(C(F)(F)F)c2)C1 (centres undefined)
 : /	-11%	4%	i	-0.2	0.7%	14%	/	10%
COC(=O)[C@H]1C[C@@H](c2ccccc2)[C@H](C)C1(C)C
 : -3%	10%	3%	i	0.6	0.1%	3%	5%	10%
COc1ccc(Cl)cc1NC(=O)CSc1nnc(-c2ccncc2)n1CC1CCCO1 (centres undefined)
 : 1%	15%	-5%	i	-1.3	0.0%	-5%	-6%	-1%
Cc1ccn(S(=O)(=O)c2ccc(C(C)(C)C)cc2)n1
 : 0%	-11%	3%	i	-0.9	-0.1%	3%	-3%	-13%
CCc1ccc(S(=O)(=O)N/N=C(/C)c2ccncc2)cc1
 : 5%	-10%	9%	i	-2.6	2.3%	-11%	-7%	-5%
Cc1[nH]n(-c2ccccc2)c(=O)c1N=Nc1c(Cl)cccc1Cl
 : 3%	13%	-2%	i	-0.1	3.2%	/	14%	8%
COc1ccc(-c2cc(N3C(=O)Nc4ccccc4N3O)n[nH]2)c(OC)c1
 : 0%	1%	6%	i	11	-0.6%	-15%	-2%	-2%
COc1ccc(C(=O)N2CCCC(c3cc(C(=O)NCc4ccc(F)cc4)no3)C2)cc1 (centres undefined)
 : /	-11%	3%	i	-0.7	2.9%	-19%	/	-4%
CCCCn1c(N)c(N(CCC(C)C)C(=O)C2CSC3(C)CCC(=O)N23)c(=O)[nH]c1=O (centres undefined)
 : ?	28%	10%	i	-0.3	2.1%	-9%	-26%	-1%
CCC(=O)Nc1ccc(Cl)c(NC(=S)NC(=O)c2ccco2)c1
 : -9%	-2%	15%	i	-0.1	3.1%	1%	-3%	0%
COc1ccc(Cl)cc1C(=O)OCC(=O)c1ccc[nH]1
 : -4%	1%	15%	i	0.1	7.4%	-3%	13%	-8%
CC(C)CNC(=O)C(=O)NCC(c1ccc2c(c1)OCO2)N1CCOCC1 (centres undefined)
 : 1%	2%	9%	i	-2.6	-0.5%	8%	0%	1%
O=c1c2ccc(Cl)cc2nc2n1CC/C2=C\c1cccc(O)c1
 : -19%	-12%	3%	i	0.0	0.9%	1%	24%	-14%
COc1ccc(S(=O)(=O)N2CCC3(CC2)OCCN3S(=O)(=O)c2ccccc2)cc1OC
 : -5%	-6%	2%	i	-4.9	2.7%	-11%	-5%	-10%
CCCN(C)C1CN(Cc2cn(CCCOC)nn2)S(=O)(=O)C1 (centres undefined)
 : /	/	9%	i	-0.7	-0.6%	3%	/	/
O=C(NC12CC3CC(CC(C3)C1)C2)c1cncc(O)c1
 : 4%	5%	-7%	i	-2.2	0.2%	4%	14%	-4%
Cc1cccc(NC(=S)NC(=O)c2ccc(Br)o2)c1
 : 0%	-2%	5%	i	-1.0	?	47%[activator]	?	-2%
Cc1ccc(NS(=O)(=O)c2cccc(C(=O)O)c2)cc1S(=O)(=O)N1CCCCC1
 : 7%	-9%	8%	i	-0.6	0.0%	-4%	19%	7%
COCCn1nnnc1C(c1cc2c(C)cc(C)cc2[nH]c1=O)N1CCCCCC1 (centres undefined)
 : 2%	-17%	-8%	i	-1.1	0.2%	-1%	11%	-36%
COC(=O)c1c(-c2ccc(OC)cc2)sc2cc(OC)c(OC)cc12
 : 1%	?	12%	i	-3.4	0.2%	-8%	0%	-18%

Record cards, from the list above.
CCC(=O)Nc1ccc(Cl)c(NC(=S)NC(=O)c2ccco2)c1 reads A549 tox: -9%; TGFb SMAD3 inh: -2%; EPAC2 ag: 15%; S2 tox: i; IL-2 act: -0.1; Nrf2 ARE act: 3.1%; ATXN2 expr inh: 1%; Nrf2 block: -3%; HepG2 viability: 0%
COC(=O)[C@H]1C[C@@H](c2ccccc2)[C@H](C)C1(C)C reads A549 tox: -3%; TGFb SMAD3 inh: 10%; EPAC2 ag: 3%; S2 tox: i; IL-2 act: 0.6; Nrf2 ARE act: 0.1%; ATXN2 expr inh: 3%; Nrf2 block: 5%; HepG2 viability: 10%

Next compounds.
Each structure is followed by: A549 tox	TGFb SMAD3 inh	EPAC2 ag	S2 tox	IL-2 act	Nrf2 ARE act	ATXN2 expr inh	Nrf2 block	HepG2 viability
CCCCCCCCNCCS(=O)(=O)NCc1ccccc1OC
 : 2%	?	5%	?	-0.6	3.2%	?	8%	-96%
CCOC(=O)N1CCC2(CC1)NC(=O)c1ccccc1N2
 : /	4%	2%	i	-0.8	2.9%	/	/	-11%
O=C(NCCCN1CCOCC1)c1cc2nc(-c3ccco3)cc(C(F)(F)F)n2n1
 : -4%	-4%	4%	/	0.2	8.4%	-22%	-22%	-21%
COc1cc(NC(=O)C/C(C)=N/NC(=O)c2ccccn2)c(OC)cc1Cl
 : 1%	-22%	15%	i	-3.0	12%	4%	?	-22%
O=C(Cc1ccc(Br)cc1)Nc1ccccc1N1CCCC1
 : 17%	?	10%	i	-3.3	0.4%	-15%	-17%	-16%
CCOC(=O)CSc1cc(CS(C)(=O)=O)nc(-c2ccccn2)n1
 : 3%	21%	4%	i	0.7	1.5%	1%	1%	12%
NS(=O)(=O)c1cccc(NC(=O)COC(=O)CCc2ccccc2)c1
 : 2%	14%	4%	i	1.9	0.2%	3%	4%	2%
NC(=O)C1CCN(C(=O)CCCCCn2c(=O)[nH]c3ccsc3c2=O)CC1
 : 5%	-3%	10%	i	-1.9	0.2%	4%	6%	-6%
CC(C)N(C(=O)[C@H]1C[C@H](CC(=O)NCc2ccco2)C(=O)N2CCc3c([nH]c4cc(-c5ccco5)ccc34)[C@]12C)C(C)C
 : -19%	?	4%	i	-0.7	4.5%	?	15µM*	0%
COc1ccc(CN2CCCC2C(=O)Nc2ccc(OC)c(OC)c2)cc1OC (centres undefined)
 : 18%	-1%	9%	i	-2.9	0.1%	-13%	-1%	-11%
CC1CN(C(=O)c2ccncc2)CC(C)O1 (centres undefined)
 : 18%	?	7%	i	-1.7	-0.4%	1%	14%	-8%
CCCc1c(-c2ccc(Cl)cc2)ncn1Cc1ccccc1OC
 : /	/	15%	/	-0.3	-0.7%	?	/	/
c1cn2cc(-c3ccc4c(c3)OCO4)nc2s1
 : 3%	11%	0%	/	0.6	-0.5%	/	?	-30%
Cc1ccc(C(=O)NNC(=O)C2CCN(Cc3ccc(Cl)c(Cl)c3)CC2)cc1
 : 0%	21%	10%	i	1.4	-0.2%	?	/	6%
O=C1NC(c2cn(-c3ccccc3)nc2-c2cccs2)C(C(=O)c2cccnc2)C(O)(C(F)(F)F)N1 (centres undefined)
 : -14%	2%	13%	i	0.3	21%	8%	-10%	4%
Cc1ccccc1NC(=O)/C=C/c1cccc(C(F)(F)F)c1
 : -2%	0%	4%	i	-1.6	3.1%	16%	6%	-13%
CCOC(=O)c1ccccc1NC(=O)c1c2c(nc3ccccc13)C(=O)N(C1CCCCC1)C2
 : 7%	42%[activator]	/	/	/	-0.5%	/	15%	-2%
CS(=O)(=O)N(CC(=O)NCCSCc1c(F)cccc1Cl)c1ccc2c(c1)OCO2
 : -7%	0%	?	i	0.6	1.3%	2%	4%	-5%
CCOc1ccc2nc(Cl)c(C3CC(c4ccco4)=NN3S(=O)(=O)c3ccccc3)cc2c1 (centres undefined)
 : -6%	11%	-9%	i	1.8	-0.7%	-1%	-6%	-40%
CCOc1cc(/C=C/c2cccc[n+]2C)ccc1OCC(=O)Nc1ccc(C)cc1
 : -13%	8%	7%	i	0.6	-0.9%	0%	-17%	10%
CC(=O)OCC(=O)C1(O)CCC2C3CC(F)C4=CC(=O)CCC4(C)C3C(=O)CC21C (centres undefined)
 : -3%	17%	7%	i	0.8	-0.3%	-9%	-27%	-1%
COc1ccc(NC(=O)CCNS(=O)(=O)c2ccc3c(c2)c(=O)n(C)c(=O)n3C)c(OC)c1
 : -11%	-4%	11%	i	-3.4	0.5%	-2%	-8%	-7%
CCOC(=O)CCc1c(C)n(CC)c2cc(-c3ccccc3OC)nn2c1=O
 : -15%	5%	7%	i	-2.8	0.2%	-19%	-23%	-55%
COc1ccccc1NC(=O)Nc1ccc2c(c1)CCC2
 : 9%	-18%	3%	i	-0.8	1.8%	89%[activator]	?	-31%
O=C(CCCC(=O)c1ccccc1)Nc1ccc(F)cc1
 : -1%	9%	14%	i	1.8	0.0%	-5%	2%	-18%
COC(CNC(=O)C1CCCN(S(=O)(=O)c2c(C)noc2/C=C/c2cccs2)C1)OC (centres undefined)
 : -4%	?	0%	?	0.0	-0.3%	-7%	-18%	-5%
Cc1cc(NC(=O)CSc2nnc(-c3cccnc3)n2C2CCCCC2C)no1 (centres undefined)
 : -10%	11%	-3%	i	2.6	-0.1%	-12%	-20%	-1%
COc1ccc(CNCCCSc2ncccn2)cc1OC
 : 1%	9%	-1%	i	0.0	0.2%	/	-7%	-9%
Cc1cccc(C)c1OCc1cc(C(=O)NCC2CCCCC2)no1
 : 11%	0%	-3%	?	2.1	0.3%	-13%	10%	8%
Cc1ccc(C(=O)NNC(=O)c2ccncc2)cc1[N+](=O)[O-]
 : 0%	-6%	-5%	?	0.3	-0.5%	/	6%	-9%

Assay outcomes (PubChem)
